High-throughput results (PubChem)
H1N1 NS1A inhibition = H1N1 influenza NS1A inhibitors, functional cell based assay (AID 504329); inhibition, % at 12.5 µM; hits with a dose series show IC50 in µM; NS1A functional cell-based assay, percent inhibition; higher % means a stronger effect; 340,000 tested, 0.3% active; in the data active = a potency from the dose series; inconclusive = inhibition above about 27% without an active follow-up result; also: strong numbers were not always called active
M. tuberculosis HTS = M. tuberculosis growth inhibition, HTS (AID 449762). M. tuberculosis H37Rv growth inhibition, 7H9 media; higher % means a stronger effect. inhibition, % at 25 µM; hits with a dose series show IC50 in µM. 330,000 tested, 0.59% active; in the data active = a potency from the dose series; inconclusive = inhibition above about 70% without an active follow-up result;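 also: bacterial growth assessed after seven days of incubation; strong numbers were not always called active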
tuberculosis growth = growth inhibition of non-replicating M. tuberculosis (AID 488890). inhibition, % at 25 µM; hits with a dose series show IC50 in µM. 320,000 tested, 0.39% active. Mycobacterium tuberculosis non-replicating, growth inhibition; higher % means a stronger effect; in the data active = a potency from the dose series; inconclusive = inhibition mostly from about 82% at the one dose, without a potency; inactive = the rest, 99 in 100 with inhibition below about 76%;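 also: plate controls were DMSO cells for no effect and high antibiotic wells for full effect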
VEEV TC-83 Vero = inhibitors of VEEV TC-83 cytopathic effect, confirmation, Vero cells (AID 588727); inhibition, % at 20 µM; hits with a dose series show IC50 in µM; Vero cells, VEEV TC-83 cytopathic effect inhibition; higher % means a stronger effect; 350,000 tested, 0.13% active; in the data active = a potency from the dose series; inconclusive = inhibition mostly from about 14% at the one dose, without a potency; inactive = the rest, 99 in 100 with inhibition below about 12%; also: strong numbers were not always called active
PhoP GFP inhibition = PhoP regulon inhibitors, Salmonella typhi PhoP promoter GFP reporter, confirmatory (AID 1850). Salmonella Typhi PhoP-promoter GFP reporter, fluorescence, 4 h; higher % means a stronger effect. 310,000 tested, 0.33% active. one-dose inhibition, % at 50 µM; IC50 in µM for titrated hits; in the data active = a potency from the dose series; inconclusive = inhibition mostly from about 25% at the one dose, without a potency; inactive = the rest, 99 in 100 with inhibition below about 19%;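 also: 0% = induced wells with vehicle and 100% = uninduced wells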
VEEV TC-83 Vero 10K pilot screen = recorded beside VEEV TC-83 Vero, whose call it bears; inhibition, %; measured here: 10K pilot screen inhibition
Active calls of the source: *; i = inactive; ? = inconclusive; · = no result given.

SMILES | H1N1 NS1A inhibition | M. tuberculosis HTS | tuberculosis growth | VEEV TC-83 Vero | PhoP GFP inhibition | others
CCOc1ccc(S(=O)(=O)N(C)CCO)cc1-c1nc2c(C(C)(C)C)nn(C)c2c(=O)[nH]1 | -8% | 69% | 18% | 6.1% | 3%
CCOC(=O)CC(NS(=O)(=O)c1ccc2[nH]c(=O)sc2c1)c1ccc(C)cc1 (configuration not stated) | 19% | -8% | 14% | 0.4% | -2%
CC1(C)NC(=O)N(CCCCOc2ccc3ccccc3c2Cl)C1=O | 5% | 6% | 7% | i | 1% | VEEV TC-83 Vero 10K pilot screen=3.6
CCN(CC(=O)Nc1c(F)cccc1F)C(=O)C1CC1C (configuration not stated) | 0% | -2% | -5% | 0.8% | -2%
OC(Cn1cncn1)c1ccc(Cl)cc1 (configuration not stated) | 2% | -5% | 4% | 4.0% | -1%
O=C(Nc1ncc(Cc2cccc(Cl)c2)s1)C1CCCO1 (configuration not stated) | 3% | 7% | 13% | 1.2% | -2%
COc1cc(/C=N/NC(=O)CC23CC4CC(CC(C4)C2)C3)cc(Br)c1OCC(=O)N(C)C | 5% | 6% | 42% | 5.7% | -5%
CC(C)[C@H](NC(=O)c1ccc(C(C)(C)C)cc1)C(=O)Nc1nnc(C2CC2)s1 | 0% | 70% | 7% | i | -6%
CCN(CC)C(=O)[C@H]1CC(CC(=O)NCCc2ccccn2)C(=O)N2CCc3c([nH]c4ccc(OC)cc34)[C@]12C (some centres not stated) | -1% | · | · | 0.9% | ·
CC(C)c1ccc(NC(=S)N2CCN(C)CC2)cc1 | -3% | -3% | -7% | 2.7% | -5%
CCC(c1nnnn1Cc1ccccc1)N(Cc1ccco1)Cc1cc2cc(OC)ccc2[nH]c1=O (configuration not stated) | -13% | -8% | 44% | 4.9% | -7%
Nc1c(C(=O)OCc2ccccc2)c2nc3ccccc3nc2n1Cc1cccs1 | -24% | -1% | 44% | i | -8%
C#CCO[C@@H]1C[C@H](n2cnc3c(=O)[nH]c(NC(=O)C(C)C)nc32)O[C@@H]1CO | -8% | -3% | -2% | 2.0% | -4%
COc1ccc(C(=O)NC2CCN(CC(=O)NCc3cccc(OC)c3)CC2)cc1 | -2% | 1% | 0% | 2.4% | -2%
O=C(NC(NC(=S)Nc1ccc(Cl)cc1Cl)C(Cl)(Cl)Cl)c1cccc([N+](=O)[O-])c1 (configuration not stated) | -4% | ? | ? | 0.4% | -1%
CCOc1ccc(CN(C)C(=O)NNC(=O)c2ccc(C)cc2)cc1OC | 7% | -1% | -1% | i | -8%
CCN(Cc1cnn(C)c1)C(=O)C1CCC(=O)N(CCc2ccc(OC)cc2)C1 (configuration not stated) | -17% | -7% | -6% | i | -5%
O=C(O)CSc1nnc(Cn2cnc3ccccc32)n1CCc1ccccc1 | 2% | -6% | -7% | 2.1% | 0%
Cc1ccc(CNC(=O)Cn2ccc(NC(=O)OCc3ccccc3)nc2=O)o1 | -25% | -7% | -4% | 9.1% | ·
Cc1ccc(NC2CCCN(C(=O)c3ccc(F)cc3)C2)cc1C (configuration not stated) | 2% | 11% | 40% | 1.6% | 3%
COc1ccc(NS(=O)(=O)c2cccc(C(=O)N/N=C/c3c(F)c(F)c(F)c(F)c3F)c2)cc1 | -11% | · | · | 4.6% | ·
CCCCCn1c(=N)c(S(=O)(=O)c2ccc(Cl)cc2)cc2c(=O)n3cccc(C)c3nc21 | 5% | 8% | 9% | i | -3%
O=C(c1ccco1)N1CCN(CC(O)Cn2c3ccccc3c3ccccc32)CC1 (configuration not stated) | 0% | 12% | 24% | 3.7% | -11%
COc1cc2c(c(OC)c1OC)-c1ccc(O)cc1C(NC(C)=O)CC2 (configuration not stated) | 7% | · | · | 9.8% | ·
COc1ccccc1-c1nnc(SCC(=O)c2ccc(C3CCCCC3)cc2)n1Cc1ccco1 | 3% | 10% | 48% | 12% | -5%
COc1ccc(N(C)C(=O)c2cnc(N3CCN(c4ncccn4)CC3)c3ccccc23)cc1 | 13% | -9% | 16% | 5.8% | 6% | VEEV TC-83 Vero 10K pilot screen=6.8
O=C(CC1C[C@H](C(=O)N2CCOCC2)[C@@]2(CCC3CCCC3)c3[nH]c4ccccc4c3CCN2C1=O)NCc1cccc(C(F)(F)F)c1 (some centres not stated) | -21% | · | · | ? | ·
CCCCCOc1ccc(/C=C/c2c([N+](=O)[O-])c(=O)n(C)c(=O)n2C)cc1 | 17% | 2% | 59% | 0.4% | -6%
O=C(CN1CCN(Cc2ccccc2F)C1=O)NCc1ccco1 | 2% | -6% | 7% | 0.1% | -2%
CCOP(=S)(OCC)SCOC(=O)NCC(=O)OC | 0% | -2% | 19% | 2.4% | 17%
O=C(c1ccco1)N1CCCN(C(=O)c2ccco2)CC1 | 8% | 3% | 6% | i | -2%
Cc1nc(NC(C)C(=O)O)c2nc(C)oc2n1 (configuration not stated) | -9% | -4% | -1% | i | -8%
CC1CCCCC1NC(=O)COCc1cc(-c2cccs2)on1 (configuration not stated) | -10% | 6% | 40% | i | -1%
CCn1c(=O)c([N+](=O)[O-])c(NCC(O)c2ccccc2)c2ccccc21 (configuration not stated) | -3% | 2% | -18% | 10% | -7%
COc1ccccc1NC(=O)c1c(N=Cc2c(O)ccc3ccccc23)cnn1C | 15% | 68% | ? | 13% | 16%
CCN(CC)CCn1c2c(c(SCC(=O)Nc3ccc(C)c(F)c3)nc1=O)CCC2 | 1% | -4% | 0% | 3.9% | 7%
CCCCCCCNC(=O)C1(CC2CC(c3cccc(Br)c3)=NO2)CCN(C(=O)CCCCCBr)CC1 (configuration not stated) | -8% | ? | 72% | i | 1% | VEEV TC-83 Vero 10K pilot screen=0.0
CCN(CC(=O)Nc1ccc2c(c1)OCCO2)C(=O)/C=C/c1ccc([N+](=O)[O-])cc1 | 2% | -3% | 26% | 3.7% | ·
Cc1ccnn2cc3c(=O)n(C)c(=O)n(C)c3c12 | · | -7% | -8% | · | -3%
CCCN=C1N(CC)C[C@@H]2[C@@H]3C(=O)N(Cc4ccccc4)C(=O)[C@@H]3[C@](C)(C(=O)OC)N12 | -12% | · | · | i | ·
COCCN1C=C(C(=O)OC)C(c2cc(Br)c(OC)c(OC)c2)C(C(=O)OC)=C1 | 0% | -1% | 0% | 5.9% | 11%
O=C(COC(=O)c1ccco1)Nc1cccc(Br)c1 | -11% | -8% | 15% | 0.3% | 12%
COc1ccc(C(=O)COC(=O)c2ccc3c(c2)OCO3)c(OC)c1 | -10% | 5% | -2% | 4.8% | ·
O=C(CN1C(=O)S/C(=C/c2ccccn2)C1=O)N1CCOCC1 | 0% | -5% | 23% | 1.9% | 5%
Cc1cc(Cl)ccc1OCC(=O)NN1C(=O)C2C3C=CC(C3)C2C1=O (configuration not stated) | -1% | -10% | -9% | 0.8% | 5%
O=C(Nc1ccc(SC(F)F)cc1)c1ccc2c(=O)n3c(nc2c1)CCC3 | 5% | 7% | -21% | 2.5% | ·
CN(C)c1nc2c(c(=O)n(C)c(=O)n2C)n1CC(=O)c1cccs1 | 12% | 0% | 0% | i | 2%
O=C(/C=C/c1ccc(Br)cc1)N1CCN(Cc2ccccc2)CC1 | -23% | 23% | 16% | 4.8% | 2%

At a glance, part of the list above:
SMILES | H1N1 NS1A inhibition | M. tuberculosis HTS | tuberculosis growth | VEEV TC-83 Vero | PhoP GFP inhibition | others
CCOc1ccc(S(=O)(=O)N(C)CCO)cc1-c1nc2c(C(C)(C)C)nn(C)c2c(=O)[nH]1 | -8% | 69% | 18% | 6.1% | 3%
CCOC(=O)CC(NS(=O)(=O)c1ccc2[nH]c(=O)sc2c1)c1ccc(C)cc1 (configuration not stated) | 19% | -8% | 14% | 0.4% | -2%
CC1(C)NC(=O)N(CCCCOc2ccc3ccccc3c2Cl)C1=O | 5% | 6% | 7% | i | 1% | VEEV TC-83 Vero 10K pilot screen=3.6
CCN(CC(=O)Nc1c(F)cccc1F)C(=O)C1CC1C (configuration not stated) | 0% | -2% | -5% | 0.8% | -2%
OC(Cn1cncn1)c1ccc(Cl)cc1 (configuration not stated) | 2% | -5% | 4% | 4.0% | -1%
O=C(Nc1ncc(Cc2cccc(Cl)c2)s1)C1CCCO1 (configuration not stated) | 3% | 7% | 13% | 1.2% | -2%
COc1cc(/C=N/NC(=O)CC23CC4CC(CC(C4)C2)C3)cc(Br)c1OCC(=O)N(C)C | 5% | 6% | 42% | 5.7% | -5%
CC(C)[C@H](NC(=O)c1ccc(C(C)(C)C)cc1)C(=O)Nc1nnc(C2CC2)s1 | 0% | 70% | 7% | i | -6%
CCN(CC)C(=O)[C@H]1CC(CC(=O)NCCc2ccccn2)C(=O)N2CCc3c([nH]c4ccc(OC)cc34)[C@]12C (some centres not stated) | -1% | · | · | 0.9% | ·
CC(C)c1ccc(NC(=S)N2CCN(C)CC2)cc1 | -3% | -3% | -7% | 2.7% | -5%
CCC(c1nnnn1Cc1ccccc1)N(Cc1ccco1)Cc1cc2cc(OC)ccc2[nH]c1=O (configuration not stated) | -13% | -8% | 44% | 4.9% | -7%
Nc1c(C(=O)OCc2ccccc2)c2nc3ccccc3nc2n1Cc1cccs1 | -24% | -1% | 44% | i | -8%
C#CCO[C@@H]1C[C@H](n2cnc3c(=O)[nH]c(NC(=O)C(C)C)nc32)O[C@@H]1CO | -8% | -3% | -2% | 2.0% | -4%
COc1ccc(C(=O)NC2CCN(CC(=O)NCc3cccc(OC)c3)CC2)cc1 | -2% | 1% | 0% | 2.4% | -2%
O=C(NC(NC(=S)Nc1ccc(Cl)cc1Cl)C(Cl)(Cl)Cl)c1cccc([N+](=O)[O-])c1 (configuration not stated) | -4% | ? | ? | 0.4% | -1%
CCOc1ccc(CN(C)C(=O)NNC(=O)c2ccc(C)cc2)cc1OC | 7% | -1% | -1% | i | -8%
CCN(Cc1cnn(C)c1)C(=O)C1CCC(=O)N(CCc2ccc(OC)cc2)C1 (configuration not stated) | -17% | -7% | -6% | i | -5%
O=C(O)CSc1nnc(Cn2cnc3ccccc32)n1CCc1ccccc1 | 2% | -6% | -7% | 2.1% | 0%

Next part:
SMILES | H1N1 NS1A inhibition | M. tuberculosis HTS | tuberculosis growth | VEEV TC-83 Vero | PhoP GFP inhibition | others
COC(=O)c1ccccc1S(=O)(=O)N1CCC(C(=O)OCc2cccc(OC)c2OC)CC1 | -11% | 13% | 6% | 2.8% | -2%
CCCc1cc(-c2n[nH]c(=S)n2CC)cs1 | 0% | 1% | 27% | 2.0% | -7%
C=CCNc1ncnc2c1[nH]c1ccc(Cl)cc12 | 8% | 8% | 53% | 0.6% | 18µM*
Cc1ccc(CN2CCN(C(=O)CCN3C(=O)c4ccccc4C3=O)CC2)cc1 | 5% | -3% | 3% | 1.0% | -4%
O=C(Nn1c(=O)[nH]c2ccsc2c1=O)c1ccccc1 | 3% | -7% | 5% | 0.0% | 6%
COc1cc(/C=N/NC(=O)c2ccncc2)ccc1OCC(=O)Nc1ccc(C)c(C)c1 | -6% | ? | 52% | 2.9% | 8%
Cc1cc(C)c(NC(=O)c2sc3nc4c(cc3c2N)C(=O)CC(C)(C)C4)c(C)c1 | 6% | 61% | 69% | 1.5% | 5%
CCN1C(=NCCCOC(C)C)N[C@@H](CCc2ccccc2)[C@H](C(=O)NCCCOC(C)C)[C@H]1C | 8% | -1% | ? | i | ·
Fc1ccc(COc2cccc3cccnc23)cc1 | · | 6% | 10% | 6.8% | -6%
COCCN1C(=O)C(CC(=O)Nc2ccc(C(=O)O)cc2)SC1=Nc1ccccc1 (configuration not stated) | -2% | 6% | 16% | 1.6% | 7%
NNC(=O)c1cc2c(N3CCC(Cc4ccccc4)CC3)ncnc2s1 | 7% | 6% | 10% | i | -6%
Cc1ccc(-c2nn(-c3ccccc3)cc2C(=O)N2CCN(C3CCS(=O)(=O)C3)CC2)cc1 (configuration not stated) | -6% | -3% | 14% | 7.6% | ·
O=C(NN=Cc1ccc(N(CCCl)CCCl)cc1)c1cccc([N+](=O)[O-])c1 | -21% | · | · | 2.4% | ·
Cc1cc(C)c2nc(Nc3nc(CSc4nc5ccccc5[nH]4)cc(=O)[nH]3)nc(C)c2c1 | 5% | · | · | 9.4% | ·
